# FXIIa inh 1536 = human FXIIa protease inhibitors, primary screen, biochemical, 1536-well; purified FXIIa, Boc-QGR-AMC fluorogenic substrate, 2 h; inhibition, % at 5 µM; 0.3% of 220,000 active; in the data active = inhibition above about 40%;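 note: 0% = enzyme with no compound and 100% = blank without enzyme; many of its hits are not listed in these tables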
# Target sequence (P00748 20-372 limits assumed): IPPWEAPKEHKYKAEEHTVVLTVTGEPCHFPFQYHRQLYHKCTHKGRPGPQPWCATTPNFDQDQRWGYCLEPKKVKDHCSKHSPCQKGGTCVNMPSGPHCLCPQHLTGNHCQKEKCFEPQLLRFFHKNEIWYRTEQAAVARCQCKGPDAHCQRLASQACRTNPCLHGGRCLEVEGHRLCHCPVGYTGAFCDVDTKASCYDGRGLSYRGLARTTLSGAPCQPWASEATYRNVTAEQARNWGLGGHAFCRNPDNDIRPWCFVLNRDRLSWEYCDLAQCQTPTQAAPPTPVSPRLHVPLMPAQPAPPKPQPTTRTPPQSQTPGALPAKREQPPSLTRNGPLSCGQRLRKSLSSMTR
# Target sequence (P00748 373-615 limits assumed): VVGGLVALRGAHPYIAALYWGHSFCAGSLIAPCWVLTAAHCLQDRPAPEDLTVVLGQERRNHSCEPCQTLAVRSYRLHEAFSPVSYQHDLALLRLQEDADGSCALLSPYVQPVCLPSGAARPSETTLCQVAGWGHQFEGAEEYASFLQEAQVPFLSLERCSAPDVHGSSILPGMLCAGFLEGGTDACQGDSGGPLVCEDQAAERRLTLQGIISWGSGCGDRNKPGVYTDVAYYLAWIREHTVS
# TNF necrop inh = inhibitors of TNF-alpha triggered necroptosis, primary screen, cell-based, Jurkat FADD-/-, single concentration. Jurkat FADD-/- TNF necroptosis rescue, ATP luminescence, 24 h; 0 = TNF only, 100 = no-TNF cells. activation (protection from cell death), % at 10 µM. 0.068% of 220,000 active. AID 463075, 2010;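 active = activation, meaning protection from cell death, of at least 50% relative to plate controls; inactive = activation below 50%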;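 note: necroptosis triggered by 40 ng/mL TNF-alpha added together with compound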
# PPC-1+TRAIL kill = compounds killing PPC-1 cancer cells with TRAIL present, primary screen, TRAIL potentiator project, ATPLite luminescence, uHTS. PPC-1 cells + TRAIL, ATPLite viability luminescence. cell killing (% activity), % at 4 µM. 0.41% of 220,000 active;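 active = cell killing above 50% in the first pass at 4 µM, then a duplicate retest at 5 µM averaging 50% or more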;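 note: plate controls were cells with TRAIL plus DMSO for no effect and medium-only wells lacking cells for full effect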
# zVAD death inh = inhibitors of zVAD-triggered necroptosis, primary screen, L929 cells; AID 1377, 2008; L929 zVAD necroptosis rescue, ATP luminescence, 24 h; with zVAD 60 µM; viability rescue, % at 10 µM; 0.38% of 220,000 active;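 active = activation, scaled between plate controls, above about 75%, limit read from the data; inactive = activation under that limit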;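 note: 0% = zVAD with DMSO and 100% = DMSO alone without zVAD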
# Wee1 degr inh = Wee1 degradation inhibitors, primary screen, cell-based, HeLa, Wee1K328M-luciferase, luminescence; HeLa Luc-Wee1K328M stability; 100% = proteasome inhibitor MG132 effect; Wee1-like protein kinase (Homo sapiens), P30291; reporter increase, % at 5 µM; 1.2% of 220,000 active;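 active = activation above the mean of all tested compounds plus 3 SD, set per screening run, cut at about 8.8% in these data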;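 note: cells exposed to compound for 20 h before luminescence read; 0% = DMSO alone and 100% = MG132 at 30 µM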
# PGE2 EP2 inh = human EP2 receptor antagonists, primary screen, TR-FRET cAMP, C6 glioma cells; Prostaglandin E2 receptor EP2 subtype (Homo sapiens), P43116; C6 glioma cells expressing human EP2; cells stimulated with saturating PGE2; inhibition, % at 25 µM; 0.52% of 260,000 active; AID 1422, 2008;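 active = percent inhibition above 40 after rounding to a whole number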;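 note: rat C6 glioma host cells with rolipram phosphodiesterase inhibitor present; the protocol text gives 20 µM as final concentration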
# Target sequence (P43116 whole entry, looked up): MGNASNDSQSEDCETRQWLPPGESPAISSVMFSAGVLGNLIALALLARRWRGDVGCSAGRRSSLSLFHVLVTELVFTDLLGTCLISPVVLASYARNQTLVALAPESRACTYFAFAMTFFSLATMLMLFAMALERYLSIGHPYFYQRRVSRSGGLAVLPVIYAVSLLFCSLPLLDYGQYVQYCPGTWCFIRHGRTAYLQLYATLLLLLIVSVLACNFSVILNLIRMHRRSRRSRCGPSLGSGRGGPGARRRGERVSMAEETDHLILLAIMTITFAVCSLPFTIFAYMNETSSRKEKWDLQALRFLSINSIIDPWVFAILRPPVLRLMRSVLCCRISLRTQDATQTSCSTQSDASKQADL
# TbHK1 inh = Trypanosoma brucei hexokinase 1 inhibitors, primary screen, biochemical, G6PDH-coupled NADH absorbance, MLSCN library; hexokinase 1 [Trypanosoma brucei]; recombinant TbHK1, G6PDH-coupled NADH A340; inhibition, % at 10 µM; 0.11% of 220,000 active; AID 1430, 2008;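 active = inhibition of 50% or more in the single-dose primary screen; inactive = inhibition below 50%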
# FXIa inh 1536 = human FXIa protease inhibitors, primary screen, biochemical, 1536-well; Coagulation factor XI (Homo sapiens), P03951; AID 798, 2007; purified FXIa, Boc-Glu-Ala-Arg-AMC fluorogenic substrate; inhibition, % at 5 µM; 0.14% of 220,000 active;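 active = inhibition of at least 40%; inactive = inhibition below 40%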;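 note: fluorescence of freed AMC excited at 355 nm; 0% = enzyme without compound and 100% = no enzyme blank; many of its hits are not listed in these tables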
# CHOP inhibitor = inhibitors of CHOP promoter induction, primary screen, cell-based, unfolded protein response, luciferase reporter; CHO-K1 CHOP-promoter luciferase, tunicamycin-induced, 15-18 h; inhibition, % at 10 µM; 3.8% of 220,000 active; AID 2732, 2010;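 active = compounds that reduced the stress-induced luciferase reporter signal by more than about 70% of percent inhibition, limit read from the data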;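 note: 0% = tunicamycin plus vehicle and 100% = wells without tunicamycin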
# Numbers without * were called inactive; x = not tested or not shown; & = joins results of further samples; [ ] = another dose, or the depositor's remark. An excerpt; rates above refer to the full screens.
SMILES,FXIIa inh 1536,TNF necrop inh,PPC-1+TRAIL kill,zVAD death inh,Wee1 degr inh,PGE2 EP2 inh,TbHK1 inh,FXIa inh 1536,CHOP inhibitor
Cc1onc(-c2c(Cl)cccc2Cl)c1C(=O)Nc1ccc(N2CCOCC2)cc1,6,1.3,-4,2.0,-2,-1,-7,6,8
CCOc1ccc(C2C(C#N)=C(N)SC(N)=C2C#N)cc1OCC,-2,x,5[5 µM],x,x,16,x,-2,-7
CCOC(=O)C1(CCCc2ccccc2)CCN(Cc2cn(CC)nc2C)CC1,10,0.7,20,-0.7,-2,5,-6,4,30
COc1ccc(NC(C)=O)cc1NC(=O)CN1CCN(CC(=O)Nc2ccc(Cl)cc2)CC1,-1,2.4,-14,0.3,1,15,-8,-12,-32
COC(=O)c1cc2sc(Cl)cc2n1CC(=O)Nc1cccc(SC)c1,12,2.3,8,0.7,-3,29,9,2,99*
COCCn1nnnc1C(c1ccccc1OC)N1CCN(c2ccccc2)CC1 (stereo unspecified),24,-1.7,-6,-0.6,1,16,2,4,9
CC(C)c1ccc(/C=N/n2cnnc2)cc1,5,1.3,-16,0.1,-1,7,8,-3,-9
CCCCN(Cc1ccccc1)S(=O)(=O)c1cc(Br)cc2c1N(C(C)=O)C(C)C2 (stereo unspecified),17,-1.4,19,0.1,4,0,-4,-9,84*
CCCCN(CC)c1nc(-c2ccncc2)nc2ccccc12,6,-3.1,11,-0.1,1,2,-18,5,80*
COC(=O)c1cc(NC(=O)Cc2ccc(OC)c(OC)c2)cc(C(=O)OC)c1,13,0.8,-8,0.1,2,5,-2,0,3
CCCCCCCCCCCC(=O)NC(Cc1ccc(OC)c([N+](=O)[O-])c1)C(=O)O (stereo unspecified),6,3.4,12,-0.4,0,7,-2,1,30
C=CCOC(=O)C1=C(C)NC(C)=C(C(=O)OCC=C)C1c1ccc(C)o1,2,0.1,27,0.1,2,7,-17,3,23
COC(=O)c1ccc(Oc2c(C)oc3cc(OCc4cnn(-c5ccccc5)c4)ccc3c2=O)cc1,2,-1.1,10,0.4,-1,24,-6,-7,1
C=CCn1c(=O)/c(=C2/SC(C)=C(C)N2CC)s/c1=C1/C(=O)N(CC)C(=S)N1c1ccccc1,13,0.2,22,-1.1,-2,x,3,1,3
COc1ccc(NS(=O)(=O)c2cc(NC(=O)c3ccco3)ccc2N2CCCC2)cc1,10,-0.2,-2,1.8,-1,9,-7,9,5
O=c1[nH]c(N2CCN(Cc3ccccc3)CC2)nc2c1CCC2,0,1.2,13,2.5,-3,2,-1,-5,1
COc1ccc(Br)c(C(=O)NC2CCCC2)c1,3,0.1,14,-0.5,-3,7,1,0,4
CCOC(=O)C1NC(=O)CC1c1ccccc1 (stereo unspecified),9,-0.6,4,0.2,-2,6,0,3,17
Cc1nnc(C)n1/N=C/c1ccccc1,9,-1.2,8,0.2,-3,5,0,3,9
CC(=O)NC(C)C(=O)OCC(=O)Nc1ccc(Br)cc1 (stereo unspecified),8,0.4,14,0.0,0,3,-11,-6,34
C=CCc1cc(Cl)ccc1OCCOCCN(C)C,-4,5.4,13,-0.9,-2,10,-1,0,21
CC1CCN(c2oc(-c3cccc4ccccc34)nc2C#N)CC1,-34,-1.1,16,0.2,-1,-2,-13,-17,29
COc1ccc(OC)c(CN2CCC(CNC(=O)Nc3cccc(Cl)c3)CC2)c1,8,3.8,2,1.3,-3,7,6,-4,-5
COC(=O)/C=C/C(=O)Nc1ccc(O)c(Cl)c1,9,0.0,-4,0.3,-1,12,-15,0,-4
Cc1cccc(C(=O)Nc2ccc3c(c2)C(=O)N(CC(C)C)C3=O)c1,-8,1.1,38,20,1,10,-8,-7,45
CCN(CC)c1nc2c3c(nc4c(c3c1C#N)CC(=O)N4c1ccc(Cl)cc1)NC(C)=N2,19,-1.3,-5,0.0,-1,9,-12,8,-10
O=C(C1=C[C@@H](c2ccc3c(c2)OCO3)C[C@@H](OCCCCO)O1)N1CCOCC1,2,0.7,19,-0.3,0,11,-15,-5,9
COC(=O)c1ccc(-n2c(C)cc(C(=O)CSc3cccc[n+]3[O-])c2C)cc1,5,-2.0,-4,0.3,-1,4,-7,-2,14
O=C(CSc1cnc2ccccc2n1)NC1CCCC1,13,0.8,13,-0.2,-2,13,-17,0,-17
CN(Cc1ccccc1)CC(O)COc1ccc(CNCCOc2cccnc2)cc1 (stereo unspecified),4,0.6,21,0.0,-3,2,9,-3,-1
C#CCn1c(=NC(=O)c2ccccc2[N+](=O)[O-])sc2cc(S(C)(=O)=O)ccc21,8,1.2,18,1.1,1,9,4,-1,55
COc1ccc(N/C(=N/c2nc(C)cc(C)n2)NC(=O)Nc2ccc(Cl)c(Cl)c2)c(OC)c1,16,3.6,18,0.0,-1,5,-27,10,-8
Cc1nc2nc(SCC(=O)c3ccc([N+](=O)[O-])cc3)[nH]c2cc1Br,1,-0.2,25,90*,1,8,-1,-3,2
O=C(OCCN=C1NS(=O)(=O)c2ccccc21)C1CC(=O)N(c2ccc(Cl)cc2)C1 (stereo unspecified),2,-1.6,16,0.6,-2,3,-2,15,-13
CCc1[nH]c(C(=O)O)c(C)c1C(=O)OC,3,5.5,4,0.6,-2,19,-5,0,12
Cc1cccc(N2CCN(C(=O)Cc3ccc(Br)cc3)CC2)c1C,-3,0.2,1,0.0,1,5,-1,-4,69
COc1cc2c(c(O)c1OC)-c1c(cc(OC)c(OC)c1O)[C@@H](OC(=O)c1ccccc1)[C@@](C)(O)[C@@H](C)[C@@H]2OC(C)=O,3,1.0,2,0.8,x,21,-14,-2,-20
CCOc1ccc(C(=O)NCCCN2CCCC2=O)cc1,-2,0.3,30,0.7,-1,11,-3,-5,-14
Cn1nnnc1SCC(=O)NNC(=O)c1ccc(F)cc1,1,0.0,13,1.1,0,4,-2,-4,6
CCOC(=O)CN1C(=O)C(Sc2n[nH]c(-c3ccc(C)cc3)n2)CCc2ccccc21 (stereo unspecified),17,-5.3,-2,0.0,0,5,-6,6,42

# Some of the entries so far, with two lines to a compound:
# Results follow in this order: FXIIa inh 1536, TNF necrop inh, PPC-1+TRAIL kill, zVAD death inh, Wee1 degr inh, PGE2 EP2 inh, TbHK1 inh, FXIa inh 1536, CHOP inhibitor
> COC(=O)c1ccc(-n2c(C)cc(C(=O)CSc3cccc[n+]3[O-])c2C)cc1
    5, -2.0, -4, 0.3, -1, 4, -7, -2, 14
> O=C(CSc1cnc2ccccc2n1)NC1CCCC1
    13, 0.8, 13, -0.2, -2, 13, -17, 0, -17

# Other records:
SMILES,FXIIa inh 1536,TNF necrop inh,PPC-1+TRAIL kill,zVAD death inh,Wee1 degr inh,PGE2 EP2 inh,TbHK1 inh,FXIa inh 1536,CHOP inhibitor
O=C(CSc1nnc(CNc2ccccc2)o1)N1CCCc2ccccc21,19,-1.3,17,-0.1,-3,x,-2,5,-3
CCC(C)(C(=O)NC1CCCCC1)N(Cc1ccco1)C(=O)CNC(=O)c1ccccc1 (stereo unspecified),16,-0.9,30,-0.2,-3,5,5,6,8
CC(C)(C)NC(=O)C(Cc1ccccc1)NS(=O)(=O)c1cccc2nsnc12 (stereo unspecified),9,-1.1,10,-0.1,1,14,0,0,-4
C=CCn1c(CSc2nc3ccccc3s2)nnc1SCC(=O)NCc1ccccc1,20,-1.2,-21,0.2,1,6,7,11,17
Cc1cccc2cc(CN(Cc3ccc(F)cc3)Cc3nnnn3C3CCCC3)c(=O)[nH]c12,15,-0.5,-16,0.3,-2,7,0,2,43
CCOC(=O)c1[nH]c2ccc(OC)cc2c1N=CN(C)C,15,-0.5,6,-0.1,1,14,-12,8,3
O=C(NC1CCCCC1)C(c1cccnc1)N(C(=O)CCl)c1ccccc1Cl (stereo unspecified),-1,2.7,0,0.9,-3,6,31,-14,5
Cn1c(=O)c2c(nc(NCC(O)CO)n2CCc2ccccc2)n(C)c1=O (stereo unspecified),10,-0.2,14,0.1,2,8,1,-12,-4
CCOC(=O)CSC1=C(C#N)C(c2ccccc2Cl)C(C(=O)OC)C(=O)N1 (stereo unspecified),10,-1.4,18,-0.1,1,12,-8,-1,11
CC(C)(C)NC(=O)NC(=O)COC(=O)CNC(=O)C1CCCCC1,5,0.8,-2,2.5,-3,4,1,-3,-9
COc1ccc(CNC(=O)Nc2cccc(C)c2)cc1,11,-3.0,-1,-0.4,0,11,23,-3,-8
COC(=O)c1ccccc1Sc1ncnc2onc(C)c12,3,-3.2,11,1.9,2,3,1,-6,-41
CCCCOCCCNC(=O)COc1ccccc1,2,-0.1,3,0.2,-1,9,-1,0,25
N#CCCN(Cc1cccnc1)S(=O)(=O)c1ccc(S(=O)(=O)NC2CCCCC2)cc1,26,0.5,42,0.2,0,24,4,-2,16
N#Cc1c(NC(=O)CSc2nc(N)cc(=O)[nH]2)sc2c1CCCC2,3,0.2,16,7.2,2,6,-3,-3,3
Cc1nonc1NC(=O)OCCN1CCOC1=O,0,-0.9,13,-0.1,-2,7,24,0,39
Cc1cc(C)n2nc(C(=O)N(C)C(c3ccccc3)c3ccccc3)nc2n1,2,-0.8,-10,-0.1,-3,5,1,-2,4
CC(=O)N=c1sccn1CC(=O)c1ccc([N+](=O)[O-])cc1,-14,-1.8,3,-0.3,-3,2,1,1,-4
COc1ccc(/C(C)=N\NC(=O)CSc2nnc(C)s2)cc1,9,0.7,28,0.9,1,4,-1,3,-13
O=C(OCCCN=C1NS(=O)(=O)c2ccccc21)C1CC(=O)N(c2ccc(Cl)cc2)C1 (stereo unspecified),7,-1.2,9,-0.8,-2,8,-1,-2,14
Cc1cc([N+](=O)[O-])nn1CC(=O)NCc1cccs1,8,0.2,-13,-0.1,1,14,1,1,48
COc1ccc(OC)c(C2/C(=C(/O)c3ccc(C)cc3)C(=O)C(=O)N2Cc2ccco2)c1 (stereo unspecified),4,1.0,-1,1.1,0,6,-6,6,10
N/C(=N\OC(=O)c1ccccc1)c1cccnc1,7,-1.1,5,12,4,10,3,0,8
CN1CCN(c2ccc(NC(=O)c3ccc4c(c3)OCO4)cc2)CC1,-9,-1.3,11,0.1,3,9&28,-9,-11,-16
N/C(Cc1ccc(Cl)cc1Cl)=N\OC(=O)c1ccccc1F,-5,3.0,14,2.3,-2,2,-4,-5,1
CCCCOC(=O)c1ccc(N=Nc2c(C)c(C#N)c(O)[nH]c2=O)cc1,9,-7.8,14,0.5,2,6,3,1,61
COc1ccc(NC(=S)NC(NC(=O)c2ccc(Cl)cc2Cl)C(Cl)(Cl)Cl)c([N+](=O)[O-])c1 (stereo unspecified),13,-3.9,12,1.1,-1,5,-3,3,37
O=C(CCCc1ccccc1)Nc1cccc(C(=O)O)c1,11,1.6,19,1.9,-3,2,-2,5,48
O=C(Cn1ncc(Cl)c(Cl)c1=O)N1CCOCC1,1,18,18,3.6,0,4,4,-4,-35
COC(=O)CCC(=O)Nc1ccc(NC(C)=O)cc1,5,-3.5,-2,-0.1,3,x,-3,3,-24
COC(=O)c1cc2nc(-c3ccccc3)cc(C)n2n1,-2,4.8,25,-0.2,1,11,-4,-3,23
CS(=O)(=O)N(CC(=O)Nc1cccc([N+](=O)[O-])c1)c1cccc(F)c1,5,1.9,-6,-0.1,7,6,1,0,16
CC(C)NC(=O)Cn1c(SCC(=O)N2CCc3ccccc3C2)nc2ccccc21,15,0.8,2,-1.0,1,7,-3,3,50

# Bioassay records deposited in PubChem BioAssay by several laboratories.
